# Assay outcomes from PubChem BioAssay.
# ELG1 genotox – qHTS screen for small molecules that induce genotoxicity in human embryonic kidney (HEK293T) cells expressing luciferase-tagged ELG1; HEK293T ELG1-luciferase reporter, luminescence, 16 h; AID 504466, 2011; hit rate 1.3% among 330,000; Potency, µM (titrated, usually from 46 µM), inactives show at the highest dose activity change, positive = activation, hits mostly activators; also: potency is read from the fitted curve at half-maximal effect; % of control where 0% means no effect; nearly all actives have a fitted effect of over 60% in size
#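 HEK293T cells expressing luciferase-tagged ELG1 were treated with compound or DMSO for 16 hr at 37°C. Luciferase activity was then read after 30 min with ONE-Glo at room temperature; rising signal flags genetic stress.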
# p53 reactivation – qHTS assay for re-activators of p53 using a Luc reporter. H1299 p53-A138V BP100-luciferase reporter, luminescence, 24 h. Potency, µM (doses to about 92.2 µM), inactives show at the highest dose activity change, positive = activation, hits mostly activators. hit rate 0.063% among 320,000. AID 504706, 2011; also: potency is read from the fitted curve at half-maximal effect; % of control where 0% means no effect; nearly all actives have a fitted effect of over 45% in size
#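 p53-null H1299 cells stably carrying temperature-sensitive p53-A138V and a BP100-luciferase reporter were pinned with compounds (4-point, 1:5 series) and held 24 hrs at 37 deg C. Luminescence was read 10 min after detection reagent.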
# FLuc counter – qHTS profiling assay for firefly luciferase inhibitor/activator using purifed enzyme and Km concentrations of substrates (counterscreen for miR-21 project). Luciferin 4-monooxygenase (Photinus pyralis), P08659. purified FLuc, Km substrates, luminescence inhibition. Potency, µM (titrated, usually from 57.5 µM), for the others: top-dose activity change, negative = inhibition, most hits filed as inhibitors. hit rate 6.9% among 360,000;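 also: potency is read from the fitted curve at half-maximal effect; plate controls were vehicle for no effect and reference inhibitor for full effect; nearly all actives have a fitted effect of over 55% in size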
#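 Purified P. pyralis luciferase, 10 nM final, with Km-level 10 uM D-luciferin and 10 uM ATP in 50 mM Tris acetate pH 7.5, 10 mM Mg acetate, 0.01% Tween-20, 0.05% BSA; 6-point qHTS titration about 60 µM downward; luminescence read.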
# BRCA1 expr up – qHTS Assay to Identify Small Molecule Activators of BRCA1 Expression; Potency, µM (highest dose often 46.1 µM), without a hit: top-dose activation, actives largely listed as activators; AID 624202, 2012; MCF7-BRCA1-FFLuc reporter, luminescence, 48 h; response scale: scaled: vehicle 0%, 10 µM genistein 100%; hit rate 1.1% among 380,000; also: potency is read from the fitted curve at half-maximal effect; nearly all actives have a fitted effect of over 80% in size; some results filed as inactive show a strong effect at the top dose
#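 Reporter cells (MCF7, BRCA1 promoter-firefly luciferase) received library compounds across a concentration series for 48 h. End-point luminescence was measured and concentration-effect curves derived after normalization.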
# NPC1 promoter act – qHTS Assay for NPC1 Promoter Activators; AID 485313, 2010; hit rate 2.4% among 320,000; Potency, µM (top dose mostly 9.22 µM), for inactives: at the highest dose activation, hits mostly activators; Huh7 NPC1 promoter luciferase reporter, 24 h;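 also: potency is read from the fitted curve at half-maximal effect; % of control where 0% means no effect; nearly all actives have a fitted effect of over 60% in size; reporter is driven by a mutant NPC1 promoter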
#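 Huh7 cells stably carrying NPC1 promoter–luciferase, plated in Opti-MEM with 10% FBS for 2 h, were exposed to compound in DMSO for 24 h at 37 °C; luciferase reagent was added for 10 min and luminescence read.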
# RORgamma inh – qHTS for inhibitors of ROR gamma transcriptional activity; Drosophila S2 Gal4-RORgamma UAS-luciferase reporter, 20 h; Potency, µM (series often up to 53.6 µM), without a hit: top-dose activity change, negative = inhibition, hits mostly inhibitors; hit rate 5.4% among 310,000; also: potency is read from the fitted curve at half-maximal effect; % is scaled to controls: 0 for no effect and ±100 for the full control effect; nearly all actives have a fitted effect of over 60% in size
# Target sequence (P51450 whole entry, looked up, the tested form may be a part): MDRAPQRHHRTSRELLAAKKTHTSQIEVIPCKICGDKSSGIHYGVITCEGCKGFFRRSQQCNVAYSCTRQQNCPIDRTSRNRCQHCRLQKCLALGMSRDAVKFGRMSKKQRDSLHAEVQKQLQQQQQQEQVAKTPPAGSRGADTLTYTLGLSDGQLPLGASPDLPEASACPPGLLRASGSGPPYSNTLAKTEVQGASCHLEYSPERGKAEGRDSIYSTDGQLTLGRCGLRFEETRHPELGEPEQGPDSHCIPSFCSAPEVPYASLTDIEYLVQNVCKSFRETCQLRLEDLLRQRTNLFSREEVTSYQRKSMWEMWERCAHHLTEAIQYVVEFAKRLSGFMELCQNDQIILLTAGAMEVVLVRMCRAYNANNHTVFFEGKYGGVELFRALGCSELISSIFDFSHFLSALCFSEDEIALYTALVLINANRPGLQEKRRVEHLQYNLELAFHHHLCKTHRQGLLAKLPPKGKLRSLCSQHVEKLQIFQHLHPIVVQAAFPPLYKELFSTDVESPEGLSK
#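 A Gal4/UAS one-hybrid system in insect cells: metallothionein-promoter Gal4–ROR gamma fusion plus Photinus luciferase reporter. Copper sulfate 700 uM final, 20 hr ambient incubation, luminescent detection after 10 min with reagent.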
# ELG1 DNA repair – qHTS screen for small molecules that inhibit ELG1-dependent DNA repair in human embryonic kidney (HEK293T) cells expressing luciferase-tagged ELG1; HEK293T ELG1-luciferase reporter, luminescence, 16 h; DNA damage induced by 5-fluorouridine; Potency, µM (highest dose often 46.1 µM), without a hit: at the top dose activity change, negative = inhibition, usual class: inhibitors; hit rate 2.3% among 330,000; AID 504467, 2011; also: potency is read from the fitted curve at half-maximal effect; % is scaled to controls: 0 for no effect and ±100 for the full control effect; nearly all actives have a fitted effect of over 55% in size
#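 Quantitative HTS, concentration-response format. 2,000 cells/well co-treated with 5-fluorouridine and compound, 16 hr in 5% CO2 at 37 °C; ONE-Glo luminescence read after 30 min.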
# Gal4-VP16 FLuc – VP16 counterscreen qHTS for inhibitors of ROR gamma transcriptional activity; Drosophila S2 Gal4-VP16 UAS-luciferase, luminescence, 20 h; AID 2546, 2010; Potency, µM (titrated, usually from 53.6 µM), inactives show at the top dose activity, negative = inhibition, actives largely listed as inhibitors; hit rate 3.5% among 310,000;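 also: Gal4-VP16 expression switched on by copper sulfate through the metallothionein promoter; potency is read from the fitted curve at half-maximal effect; % is scaled to controls: 0 for no effect and ±100 for the full control effect; nearly all actives have a fitted effect of over 50% in size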
# Tb PFK inh – qHTS Assay to Find Inhibitors of T. brucei phosphofructokinase; ATP-dependent 6-phosphofructokinase (Trypanosoma brucei brucei), O15648; T. brucei PFK, ADP-Glo luminescence; Potency, µM (top dose mostly 57.5 µM), inactives show top-dose activity, negative = inhibition, actives largely listed as inhibitors; hit rate 0.17% among 330,000; AID 485367, 2010;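 also: potency is read from the fitted curve at half-maximal effect; 0% = uninhibited 1x PFK enzyme wells and -100% = no-enzyme wells; nearly all actives have a fitted effect of over 60% in size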
# Target sequence (O15648 whole entry, looked up): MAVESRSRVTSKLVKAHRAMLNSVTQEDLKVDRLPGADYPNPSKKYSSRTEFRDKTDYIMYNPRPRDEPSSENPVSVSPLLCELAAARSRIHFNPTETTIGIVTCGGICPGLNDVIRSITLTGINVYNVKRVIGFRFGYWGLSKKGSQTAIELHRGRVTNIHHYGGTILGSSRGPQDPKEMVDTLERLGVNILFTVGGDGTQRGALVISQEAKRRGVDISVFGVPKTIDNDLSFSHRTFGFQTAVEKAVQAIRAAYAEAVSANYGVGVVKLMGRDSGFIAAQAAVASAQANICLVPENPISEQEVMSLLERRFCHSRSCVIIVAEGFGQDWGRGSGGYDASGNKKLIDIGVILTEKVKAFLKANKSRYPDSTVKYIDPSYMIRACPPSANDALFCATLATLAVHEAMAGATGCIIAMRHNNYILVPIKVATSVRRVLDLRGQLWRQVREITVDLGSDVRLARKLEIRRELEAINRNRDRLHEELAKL
#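 ADP-Glo luminescence quantified ADP after 45 min at room temperature, with 1.25 nM T. brucei PFK, 0.1 mM ATP and 0.5 mM fructose-6-phosphate in pH 8.0 TEA buffer. qHTS titrations up to 57 µM; curves classified by quality.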
# TRPV1 ag – HTS Assay for Compounds that Act as Agonists of the Vanilloid Receptor 1. Transient receptor potential cation channel subfamily V member 1 (Homo sapiens), Q8NER1. TRPV1-expressing cells, Fluo-8 calcium influx, agonist mode. activation, % at 8.33 µM. hit rate 0.19% among 320,000. AID 540275, 2011; in the data active = activation above about 80%; inconclusive = between about 30% and that limit; also: 0% is about no effect
#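 Cells expressing TRPV1 were dye-loaded with Fluo-8 and read kinetically: 10 s baseline, 3 min after compound (agonist portion), then 2 min after EC20 capsaicin (allosteric enhancer portion). Calcium-bound dye fluorescence at 480/520 nm.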
# Rab9 prom act – qHTS Assay for Rab9 Promoter Activators | Huh7 Rab9 promoter-luciferase reporter, luminescence, 24 h | Potency, µM (highest dose often 9.22 µM), inactives show at the highest dose activation, negative = inhibition, most hits filed as activators | hit rate 2.8% among 320,000; also: potency is read from the fitted curve at half-maximal effect; % of control where 0% means no effect; nearly all actives have a fitted effect of over 60% in size
#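 Measured in stably transfected Huh7 cells bearing a Rab9 promoter–luciferase construct: 24 h compound treatment at 37 °C, followed by luminescence detection.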
# * = called active by the depositor; ? = inconclusive; . = no result given; [ ] = dose if it differs, or a comment. Unless noted, calls follow the shape of the dose curve; as a rule, active = well fitted curve in the direction sought with a large enough effect; inconclusive = small, poorly fitted or top-dose-only effect, or another doubt; inactive = no such curve, though single readings can be large; an effect the other way counts as inactive or inconclusive. Compounds as they come. About 15% of those tested had a hit in this group.
# Values in the order: ELG1 genotox	RORgamma inh	FLuc counter	TRPV1 ag	ELG1 DNA repair	Gal4-VP16 FLuc	BRCA1 expr up	Rab9 prom act	p53 reactivation	NPC1 promoter act	Tb PFK inh
> CCCN(CCC)CCNC(=O)C1c2ccccc2C(=O)N(CCOC)C1c1ccc(F)cc1 (stereo not given)
    0%	-1%	-2%	-1	5%	-8%	-1%	-7%	6%	0%	0%
> C#CCn1c(=NC(=O)c2ccco2)sc2cccc(Cl)c21
    ?	-2%	-2%	1	22%	4%	-11%	5%	4%	1%	-2%
> O=C1C=C(c2ccccc2)C[C@@H](c2ccc3c(c2)OCO3)C1
    1%	.	-3%	?	12%	.	0%	-1%	5%	4%	-20%
> Cn1c(COc2cccc3ccccc23)nnc1SCC(=O)OC1CCCCC1
    -6%	43%	-1%	9	-20%	5%	-10%	1%	0%	-1%	1%
> CC1=NN(c2nc(-c3ccc(C)cc3)cs2)C(=O)C1N=Nc1cccc(C)c1 (stereo not given)
    1%	7.1µM*	?	0	?	?	-11%	?	21%	28%	0%
> Cn1c(O)c(N=NC(=O)CNC(=O)c2ccco2)c2ccccc21
    -2%	-9%	-4%	3	?	-3%	-7%	-1%	2%	0%	-2%
> CCOC(=O)CSc1nc(N)c2c3c(sc2n1)CCCC3
    23%	25%	9.5µM*	5	?	-1%	1%	2%	12%	6%	-1%
> COc1cc(/C=N/NC(=O)c2ccc3ccccc3c2)ccc1Oc1ccc([N+](=O)[O-])cn1
    -9%	?	-9%	0	16µM*	14%	7%	-6%	-19%	-7%	0%
> Cc1nc2ccc([N+](=O)[O-])cc2[nH]1
    -2%	16%	-2%	-1	-8%	12%	-17%	-2%	-2%	-2%	-8%
> O=C1CC(C(=O)Nc2cccc(F)c2)n2ncnc2N1 (stereo not given)
    4%	-26%	1%	0	26%	-8%	1%	-6%	-1%	-3%	-6%
> O=C(Nc1cccc(S(=O)(=O)N2CCCCC2)c1)c1ccc(OCC2CCCO2)cc1 (stereo not given)
    -18%	?	15µM*	6	13µM*	?	-31%	4%	-1%	-5%	-4%
> Cc1cc(C)cc(NC(=O)C(OC(=O)c2ccc([N+](=O)[O-])o2)c2ccccc2)c1 (stereo not given)
    0%	?	-3%	-1	28%	-19%	18%	-6%	8%	-2%	0%
> OC(COCCC12CC3CC(CC(C3)C1)C2)CN1CCCCC1 (stereo not given)
    -7%	4%	-1%	2	-27%	-11%	-28%	2%	0%	-1%	-4%
> CCCOc1cccc(C2/C(=C(\O)c3ccc4c(c3)OCCO4)C(=O)C(=O)N2CCCn2ccnc2)c1 (stereo not given)
    2%	6%	-3%	2	17%	1%	0%	-1%	-1%	-12%	-6%
> Cc1nnc(N/N=C/c2c[nH]c3ccccc23)[nH]c1=O
    -1%	-13%	?	1	17%	1%	-1%	-10%	-1%	-6%	-8%
> O=C(N/N=C/c1ccc(OCc2cnc(Cl)s2)cc1)c1ccncc1
    4%	12%	?	29	13%	8%	65%	-6%	7%	1%	3%
> CCOP(=O)(NC12CC3CC(CC(C3)C1)C2)NC12CC3CC(CC(C3)C1)C2
    0%	-29%	-1%	7	12%	0%	-17%	7%	0%	-2%	0%
> O=C1Nc2ccccc2/C1=C/c1cnc(-c2ccccc2)[nH]1
    ?	21%	?	.	?	12%	-16%	4µM*	23%	2.8µM*	-6%
> O=C(Nc1ccccc1C(=O)Nc1ccccc1)c1ccco1
    4%	-1%	-2%	3	16%	-7%	-27%	-1%	3%	-1%	-1%
> COc1ccc(N2C(=O)C3CCCN3C2c2ccc(Cl)cc2)cc1 (stereo not given)
    0%	-12%	-1%	-2	7%	1%	1%	6%	4%	2%	1%
> CCCCC/C=N\NC(=O)Cc1ccc([N+](=O)[O-])cc1
    -2%	?	1%	-8	17%	?	1%	-3%	-18%	-2%	-27%
> CCOC(=O)c1ccc(N2C(=O)CC(Sc3nnc(C)s3)C2=O)cc1 (stereo not given)
    -3%	?	-15%	-1	10%	?	2%	-3%	-48%[inhibitor]	0%	-2%
> CCn1c(SCC(=O)c2cccs2)nnc1-c1cccs1
    ?	-29%	?	7	?	12%	52%	8%	?	11%	-2%
> Cc1ccc(-c2cc(-c3c(C)nn(C)c(=O)c3N)[nH]n2)cc1
    6%	?	?	6	?	3%	79%	2%	-1%	3%	-3%
> CCc1ccccc1NC(=O)c1cc(S(=O)(=O)N2CCCC2)c[nH]1
    0%	1%	7%	3	17%	3%	-3%	0%	.	0%	-1%
> COc1ccccc1CCC(=O)N1CCC(n2nccc2NC(=O)C2CCOC2)CC1 (stereo not given)
    -5%	-6%	0%	-4	15%	4%	-1%	1%	0%	-1%	-5%
> CCOC(=O)c1c(NC(=S)Nc2ccc(OC)cc2)sc2c1CCC2
    20%	?	-1%	-1	10%	-4%	-3%	-3%	24%	-5%	1%
> Cc1ccc(C(=O)c2coc3ccc(O)c(Cl)c23)cc1
    ?	34%	19µM*	1	?	-3%	?	-2%	?	16%	-1%
> Cc1nc2ccc(NC(=O)c3ccc4ccccc4n3)cc2s1
    ?	2%	6µM*	-4	?	15%	26%	3.5µM*	3%	2.8µM*	-1%
> CC(C)(C)c1nnc(NC(=O)C2CC(=O)N(CCc3ccc(F)cc3)C2)s1 (stereo not given)
    -5%	?	-1%	0	-23%	0%	-13%	-2%	2%	-5%	0%
> COc1ccccc1N1CCN(C(=O)CCNS(=O)(=O)c2ccc(Br)s2)CC1
    -2%	16%	9%	5	-9%	-10%	-32%	4%	6%	-5%	0%
> CC1CCN(c2ccc(-c3cccc(NC(=O)C(F)(F)F)c3)nn2)CC1
    0.13µM*	?	0.24µM*	1	?	2.8µM*	-22%	0.32µM*	-31%[inhibitor]	?	-2%
> CCN(CC(=O)Nc1cccc(S(=O)(=O)N2CCOCC2)c1)Cc1ccccc1
    -1%	.	0%	17	-2%	.	-10%	-2%	-3%	-2%	6%
> Cc1nn(CCC(=O)NNC(=S)Nc2ccc(Cl)cc2)c(C)c1[N+](=O)[O-]
    0%	?	1%	-6	4%	-6%	-25%	-2%	-6%	-2%	-9%
> Cc1ccc(NC(=S)N/N=C2\CCCCC2C)cc1 (stereo not given)
    4%	?	-20%	1	10%	0%	-62%	-4%	15%	-1%	-3%
> COc1ccccc1NC(=S)NNC(=O)c1cc(C)nn1C
    2%	-5%	?	2	?	14%	-27%	8%	9%	4%	2%
> COc1ccc(CCNC(=O)c2ccc(CNS(=O)(=O)c3cc(C)ccc3C)cc2)cc1OC
    -11%	36%	2%	-2	21µM*	-7%	-60%	-1%	-2%	-2%	-2%
> N#CCCN1CCN(C(CNS(=O)(=O)c2ccc(Cl)cc2)c2ccccc2)CC1 (stereo not given)
    2%	2%	7%	8	-5%	4%	8%	3%	22%	0%	-4%
> O=C(COC(=O)CCc1nc2ccccc2s1)Nc1cccc(S(=O)(=O)N2CCOCC2)c1
    3%	?	-15%	7	?	-4%	2%[1.84 µM]	-1%	-1%	0%	-1%
> COc1ccc(S(=O)(=O)NC(CC(=O)NCC2CCCO2)c2ccco2)cc1 (stereo not given)
    -4%	29%	12%	6	12%	22µM*	2%	-1%	-1%	0%	-9%
> COCn1c(-c2ccc(OC)cc2)nc2ccccc21
    ?	?	6µM*	-2	?	0%	?	2.5µM*	?	?	-2%
> CCOc1ccc(Oc2ccc(Cl)cc2N)cc1
    0%	37%	?	5	22%	4%	44%	15%	9%	7%	-4%
> O=c1c(-c2ccc(O)cc2O)coc2cc(O)cc(O)c12
    16%	19%	?	-3	?	28%	26%	13%	12%	9%	-7%
